Screening data: PubChem, Sanford-Burnham Center for Chemical Genomics
tim10-1 inh: growth inhibitors of tim10-1 mutant yeast. S. cerevisiae tim10-1 ts strain growth, BacTiter-Glo, 24 h. 2.2% of 330,000 active. inhibition, % at 20 µM;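 active means inhibition of at least 40%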;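 further: mutant grown at 25 °C; 0% = DMSO wells with yeast and 100% = wells holding no yeast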
tim23-1 inh: tim23-1 yeast growth inhibition; S. cerevisiae tim23-1 growth, BacTiter-Glo luminescence, 24 h; inhibition, % at 20 µM; 1.3% of 330,000 active; AID 463212;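 active means growth inhibition of the mutant yeast at or above 50%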;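 further: temperature-sensitive mutant grown at 25 °C; plate controls were DMSO-treated mutant yeast for no effect and medium wells lacking yeast for full effect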
beta cell repl: inducers of beta-cell replication in MIN6 cells; AID 2380; MIN6 cells proliferation, ATPlite luminescence, 48 h; cells starved in 0.2% serum; 100% = growth in 10% serum; 0.29% of 330,000 active; proliferation, % at 10 µM;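 active means compounds whose signal lies at least 3.5 SD above the mean of all wells on their plate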;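 further: 0% = DMSO-treated cells in low-serum medium and 100% = 10% serum control; some compounds called inactive have numbers as strong as hits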
NR3A LBD binder: modulates the human NR3A ligand-binding domain; Tm shift relative to glycine control, % at 25 µM; NR3A LBD differential scanning fluorimetry, Tm shift; 0% = protein alone, 100% = glycine-bound protein; 2.5% of 340,000 active;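 active means melting temperature shift of at least 10% of the positive control shift, at one fixed dose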
MPTP inh: inhibitors of mitochondrial permeability transition pore; isolated mouse mitochondria, Ca2+ swelling absorbance, 30 min; inhibition, % at 10 µM; 1.4% of 360,000 active;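 active means inhibition of 50% or more, scaled per plate between neutral and stimulator controls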;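 further: 0% = DMSO wells given calcium and 100% = 1 mM EGTA wells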
TIM10 inh: inhibits growth of TIM10 yeast strain; S. cerevisiae TIM10 strain growth, BacTiter-Glo luminescence, 24 h; 1.4% of 330,000 active; AID 463195; inhibition, % at 10 µM;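 active means inhibition of 40% or more at the single tested concentration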;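 further: wild-type TIM10 isogenic control strain grown at permissive 25 °C; 0% = DMSO yeast wells and 100% = minimal medium wells without yeast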
NALP3 yeast inh: blocks the NALP3 inflammasome reconstituted in yeast | Yeast reconstituted NLRP3/ASC/caspase-1, beta-gal luminescence, 24 h | inhibition, % at 10 µM | 0.39% of 330,000 active | AID 2825;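 active means inhibition of 50% or more; inactive means inhibition below 50%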;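 further: plate controls were induced DMSO wells for no effect and uninduced yeast grown without galactose for full effect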
APJ antag: blocks the human apelin receptor APJ; P35414; CHO-K1 APJ beta-arrestin complementation, luminescence; inhibition, % at 20 µM; 0.32% of 330,000 active; AID 2521;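 active means inhibition above about 40% at 20 µM, limit read from the data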;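 further: cells challenged with 10 nM apelin-13 agonist together with compound; plate controls were apelin-13 plus DMSO wells for no effect and DMSO wells lacking apelin-13 for full effect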
Target sequence (P35414 whole entry, looked up): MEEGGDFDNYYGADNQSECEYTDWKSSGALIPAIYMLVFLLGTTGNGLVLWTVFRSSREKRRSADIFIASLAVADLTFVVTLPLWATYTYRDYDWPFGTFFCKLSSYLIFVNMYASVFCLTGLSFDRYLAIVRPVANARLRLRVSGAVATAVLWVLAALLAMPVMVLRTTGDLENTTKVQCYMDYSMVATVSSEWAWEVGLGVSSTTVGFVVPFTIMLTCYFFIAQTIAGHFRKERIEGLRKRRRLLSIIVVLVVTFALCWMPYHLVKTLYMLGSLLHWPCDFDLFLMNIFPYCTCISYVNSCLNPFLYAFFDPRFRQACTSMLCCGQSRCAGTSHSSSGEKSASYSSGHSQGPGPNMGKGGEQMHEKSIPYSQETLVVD
APJ ag: APJ receptor agonism | CHO-K1 APJ PathHunter beta-arrestin, luminescence; 0% DMSO wells, 100% apelin | 0.11% of 330,000 active | P35414 | activation, % at 20 µM;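 active means activation more than six SD over the plate average, tested at 20 µM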;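 further: 0% = DMSO alone and 100% = apelin-13 at 10 nM; some results filed as inactive read as strong as hits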
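Assay system: CHO-K1 APJ beta-arrestin complementation cell line / Compound: single test compound dose, 20 µM final, 1% DMSO / Times: overnight seeding, 90 min compound at 25 °C, 1 h detection / Technique: beta-gal luminescence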
* = called active by the depositor; · = not tested or not shown.

SMILES	tim10-1 inh	tim23-1 inh	beta cell repl	NR3A LBD binder	MPTP inh	TIM10 inh	NALP3 yeast inh	APJ antag	APJ ag
Cc1ccc(S(=O)Cc2ccc(C(=O)N3CCN(C(=O)c4ccco4)CC3)o2)cc1 (centres undefined)	14	-1	5	-3	-2.5	-6	8	1	5
CCOC(=O)C1=C(c2ccccc2)OC(N)=C(C#N)C1c1ccco1 (centres undefined)	13	13	-2	1	-0.8	8	-10	-9	-3
O=C(COC(=O)CCN1C(=O)C2CC=CCC2C1=O)NCCc1ccccc1 (centres undefined)	-12	7	-1	1	-0.1	2	-6	-25	5
COC(=O)N/N=C/c1cn(CC(C)COc2ccccc2)c2ccccc12 (centres undefined)	12	30	-1	-11	1.6	2	28	10	0
CC(C)CNS(=O)(=O)c1ccc(CCC(=O)N2CCCC2)cc1	14	7	-2	0	-1.2	3	11	8	-1
O=C1Nc2ccccc2C(=O)N2[C@H](c3ccc(F)cc3)[C@@H]3C(=O)N(Cc4ccccc4)C(=O)[C@@H]3[C@H]12	27	16	-3	-2	0.3	14	7	7	-3
O=C1C(=O)N(c2ccc(O)cc2)C(c2ccccc2[N+](=O)[O-])/C1=C(\O)c1ccccc1 (centres undefined)	12	18	2	2	3.7	31	-2	-24	1
Cc1cccc(CSc2nnc(-c3ccco3)n2C)c1	21	26	-2	0	0.3	27	28	13	-4
Cc1nnc(SCC(=O)Nc2ccc(N3CCOCC3)cc2)n1-c1ccccc1	1	11	-1	0	-1.4	-31	9	10	-1
Fc1ccccc1CN1CCCCCCC1	-12	-1	-2	0	0.2	-3	11	-16	-4
O=C(NC(=S)Nc1ccccc1C(F)(F)F)c1ccccc1F	18	-11	0	1	5.3	18	8	8	-2
CSc1ccc(S(=O)(=O)NCC(=O)OCCOc2ccccc2)cc1[N+](=O)[O-]	7	15	-7	1	0.0	-3	11	7	4
CC(C)CN(C(=O)COC(=O)CCN1C(=O)c2ccccc2C1=O)C1CCS(=O)(=O)C1 (centres undefined)	10	1	-4	-3	0.0	-15	-7	-10	-8
Cc1ccccc1NCc1nc2ccccc2n1C	13	12	-2	-1	2.2	2	18	-14	-1
O=C(Cc1ccc(S(=O)(=O)N2CCCC2)s1)Nc1cccc([N+](=O)[O-])c1	19	5	-4	-5	1.8	8	-6	15	-2
CCN(CC)C(=O)[C@H]1C[C@H](CC(=O)NCCCN(C)C)C(=O)N2CCc3c([nH]c4cc(CCC(=O)N(C)C)ccc34)[C@]12C	15	27	·	0	1.6	-9	·	·	·
CCOc1ccc(N2C(=O)C(CC(=O)Nc3ccc(F)cc3)N(Cc3ccccn3)C2=S)cc1 (centres undefined)	4	14	-4	6	-0.3	14	15	-17	0
O=c1cc(O)c(-c2cccc(C(F)(F)F)c2)c(Cl)[nH]1	23	0	-3	0	3.7	-6	0	-9	-3
O=C(COC(=O)c1ccc(Br)o1)Nc1ncc([N+](=O)[O-])s1	-18	-11	4	2	3.9	6	15	31	-3
CCOc1ccc(C(=O)NC(=S)NCc2cccnc2)cc1	2	-10	-3	-2	0.3	-11	1	5	-2
Cn1c(SCC(=O)Nc2ccc3[nH]c(=O)[nH]c3c2)nnc1-c1ccc(F)cc1	-2	-25	-4	-3	2.0	-26	5	-5	0
Cc1cc(Br)cc(C=Nc2ccc(N3CCOCC3)cc2)c1O	22	38	-4	1	1.2	-2	4	-10	-1
CNS(=O)(=O)c1cc2c3c(cccc3c1)C(=O)NC2=O	-6	-6	-4	0	0.1	-9	16	26	-6
CCC(C)NC(=O)C1CCN(c2nc(OC)nc(OC)n2)CC1 (centres undefined)	9	11	-3	-2	0.0	5	-1	6	-1
CC(C)CN(C(=O)COC(=O)CN1C(=O)c2ccccc2C1=O)c1c(N)n(Cc2ccccc2)c(=O)[nH]c1=O	8	-2	0	-2	-0.9	11	8	-8	0
CCOC(=O)C1CCN(C(=O)Cc2ccc(C)cc2)CC1	13	4	-1	0	7.7	2	21	-6	1
CCNC(=O)COc1ccc(/C=C2\COc3ccccc3C2=O)cc1OC	46*	39	0	0	0.5	36	14	-12	-1
O=C(C1CCC(CNc2c(N3CCCCC3)c(=O)c2=O)CC1)N1CCCCC1 (centres undefined)	27	24	-2	0	1.4	8	5	11	-3
COCCN1CCN(C(=O)C2CCC(=O)N(Cc3cccc(C(F)(F)F)c3)C2)CC1 (centres undefined)	3	-1	2	3	-0.7	3	23	3	-4
COc1nc(NCc2ccco2)nc(N2CCC(C)CC2)n1	5	28	-1	-3	1.6	4	4	16	-3
COc1ccc(-c2nnc(N3CCC(C)CC3)c3ccccc23)cc1	36	49	-5	0	20	26	13	-1	-5
O=S1(=O)N=C(Nc2nncs2)c2ccccc21	5	-14	-3	0	-2.2	9	-6	5	-4
CSc1ccc(CCNC(=O)c2cc(C)nn2-c2ccccc2)cc1	1	16	-1	4	1.4	-12	18	6	-2
COC(=O)c1ccc(N)nc1	0	4	-2	-1	-1.2	0	-1	8	-4
CCOc1cc(/C=C2\SC(N3CCCCC3)=NC2=O)ccc1O	27	38	-3	1	-0.5	27	13	22	-3
COc1ccc(NC(C)=O)cc1S(=O)(=O)N1CC=C(c2ccccc2)CC1	-6	-7	0	3	-1.3	2	7	5	2
Cc1[nH]c2ccc(OC(=O)N3CCOCC3)cc2c1C(=O)OC(C)C	12	9	-2	0	-0.2	10	4	2	-2
CC1(C)Cc2noc(N)c2C(C)(C)N1OC(=O)c1cccs1	19	22	-4	3	0.4	3	-3	-5	4
CCOC(=O)C1CCN(C(=O)c2cn(CCOC)c(=O)c3c2c2ccccc2n3C)CC1	13	30	-1	-1	-3.0	15	11	9	0
CC(C)c1nnc(NC(=O)CCC2CCCCC2)s1	14	17	-1	0	1.5	13	-5	-5	-2

Rewritten as labelled records: 2 of the compounds above.
> COc1ccc(NC(C)=O)cc1S(=O)(=O)N1CC=C(c2ccccc2)CC1
  tim10-1 inh: -6
  tim23-1 inh: -7
  beta cell repl: 0
  NR3A LBD binder: 3
  MPTP inh: -1.3
  TIM10 inh: 2
  NALP3 yeast inh: 7
  APJ antag: 5
  APJ ag: 2

> O=S1(=O)N=C(Nc2nncs2)c2ccccc21
  tim10-1 inh: 5
  tim23-1 inh: -14
  beta cell repl: -3
  NR3A LBD binder: 0
  MPTP inh: -2.2
  TIM10 inh: 9
  NALP3 yeast inh: -6
  APJ antag: 5
  APJ ag: -4

The list continues:
SMILES	tim10-1 inh	tim23-1 inh	beta cell repl	NR3A LBD binder	MPTP inh	TIM10 inh	NALP3 yeast inh	APJ antag	APJ ag
C/C(=N\NC(=O)OC(C)(C)C)c1ccc(-n2ccnc2)cc1	11	8	4	0	-0.1	8	-7	-11	-1
Cc1ccc(C(=O)N/C(=C\c2ccc(-c3cccc([N+](=O)[O-])c3)o2)C(=O)NC(C)(C)C)cc1	26	38	0	-12	0.4	24	6	-6	2
O=C(CC1(c2ccc(Cl)cc2)C2CC3CC(C2)CC1C3)NCCO (centres undefined)	25	21	-1	0	0.5	25	-1	10	-3
Cc1cc(C(=O)c2cccs2)c(N)s1	18	22	-4	-1	0.8	-7	8	20	7
Cn1c(CN2CCN(c3cccc(Cl)c3)CC2)nc2ccccc21	32	34	1	-2	0.5	8	33	-12	1
CCC1C(=O)NCCN1C(=O)CCc1nnc(CCc2ccc(OC)cc2)o1 (centres undefined)	-7	-8	7	1	-1.3	8	10	9	-1
CC1CCC(NC(=O)CCS(=O)(=O)c2ccc3c(c2)NC(=O)CS3)CC1 (centres undefined)	-5	-9	1	0	-1.0	-4	-4	-1	1
C=CCn1c(COc2ccccc2-c2ccccc2)nnc1SCC(=O)NC(=O)NCc1ccco1	24	8	-6	-8	0.1	1	1	-7	0
Cc1ccc(N2C(S)=C(C#N)C(=O)NC2c2ccco2)cc1 (centres undefined)	13	8	-5	1	-12	-13	0	3	-7
COc1ccc(-c2nc3ccccc3c(=O)n2CCOc2cccc(C)c2C)cc1	8	-1	-4	8	4.4	7	13	9	-3
CC1CC(C)CN(C(=O)c2ccc3c(c2)N(Cc2ccccc2)CCS3)C1 (centres undefined)	0	17	-7	-2	0.3	-82	11	4	-3
COC1(OC)N=C(N)C2(C#N)C(c3ccccc3)NC(C)=CC12C#N (centres undefined)	16	19	3	-1	-0.6	5	9	19	-4
COc1ccc(OC)c(N/C(C)=C/C(=O)c2ccc(C)o2)c1	19	8	-1	-2	3.2	16	11	3	-3
N#CCCCC#Cc1ccc2c(c1)COc1c3ccccc3nn1-2	36	-11	-7	4	2.2	-14	43	-2	6
CCCS(=O)(=O)N1CCN=C1SCc1cccc(F)c1	17	14	1	0	-0.1	-12	24	22	2
C=C(C)c1cccc(C(C)(C)NC(=O)NCc2ccc(OC)c(OC)c2)c1	33	14	0	5	0.7	0	3	-3	-5
COc1ccc(-c2nc(CS(=O)CC(=O)NCCCN3CC(C)CC(C)C3)c(C)o2)cc1OC (centres undefined)	-9	-6	-1	2	1.1	-8	15	-10	0
Cc1ccc(N2CN=C(c3ccccc3)NC2=S)cc1	44*	23	-1	0	-1.1	4	26	5	-2
O=C(NCCS(=O)(=O)NCc1ccccc1)c1ccccc1	3	8	4	-2	-1.0	4	-6	6	-4
CC1CCN(c2nc3ccccc3n2CC(=O)c2ccccc2)CC1	1	8	0	-2	-0.2	10	25	-3	-4

In the list so far, 13 have four or more nitrogen atoms:
SMILES	tim10-1 inh	tim23-1 inh	beta cell repl	NR3A LBD binder	MPTP inh	TIM10 inh	NALP3 yeast inh	APJ antag	APJ ag
Cc1nnc(SCC(=O)Nc2ccc(N3CCOCC3)cc2)n1-c1ccccc1	1	11	-1	0	-1.4	-31	9	10	-1
CCN(CC)C(=O)[C@H]1C[C@H](CC(=O)NCCCN(C)C)C(=O)N2CCc3c([nH]c4cc(CCC(=O)N(C)C)ccc34)[C@]12C	15	27	·	0	1.6	-9	·	·	·
CCOc1ccc(N2C(=O)C(CC(=O)Nc3ccc(F)cc3)N(Cc3ccccn3)C2=S)cc1 (centres undefined)	4	14	-4	6	-0.3	14	15	-17	0
Cn1c(SCC(=O)Nc2ccc3[nH]c(=O)[nH]c3c2)nnc1-c1ccc(F)cc1	-2	-25	-4	-3	2.0	-26	5	-5	0
CCC(C)NC(=O)C1CCN(c2nc(OC)nc(OC)n2)CC1 (centres undefined)	9	11	-3	-2	0.0	5	-1	6	-1
CC(C)CN(C(=O)COC(=O)CN1C(=O)c2ccccc2C1=O)c1c(N)n(Cc2ccccc2)c(=O)[nH]c1=O	8	-2	0	-2	-0.9	11	8	-8	0
COc1nc(NCc2ccco2)nc(N2CCC(C)CC2)n1	5	28	-1	-3	1.6	4	4	16	-3
O=S1(=O)N=C(Nc2nncs2)c2ccccc21	5	-14	-3	0	-2.2	9	-6	5	-4
C/C(=N\NC(=O)OC(C)(C)C)c1ccc(-n2ccnc2)cc1	11	8	4	0	-0.1	8	-7	-11	-1
Cn1c(CN2CCN(c3cccc(Cl)c3)CC2)nc2ccccc21	32	34	1	-2	0.5	8	33	-12	1
CCC1C(=O)NCCN1C(=O)CCc1nnc(CCc2ccc(OC)cc2)o1 (centres undefined)	-7	-8	7	1	-1.3	8	10	9	-1
C=CCn1c(COc2ccccc2-c2ccccc2)nnc1SCC(=O)NC(=O)NCc1ccco1	24	8	-6	-8	0.1	1	1	-7	0
COC1(OC)N=C(N)C2(C#N)C(c3ccccc3)NC(C)=CC12C#N (centres undefined)	16	19	3	-1	-0.6	5	9	19	-4
